CaV13 ICDI inh: Primary screen for inhibitors of IQ motif and Ca2+-dependent inactivation inhibitor domain binding in CACNA1D, Förster resonance energy transfer in living cells, …; HEK cells, CFP/YFP FRET ICDI-IQ, plate reader, 10 min; percent FRET-ratio fall versus neutral wells; 0.098% of 340,000 active; inhibition, % at 12.3 µM;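 active = mean replicate inhibition of at least 30% and at least 1% of replicates passing that level; inconclusive = only one of the two criteria is met; inactive = neither criterion is met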;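 note: 0% = median of the neutral control wells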
Vif inh: inhibitors of HIV Vif. inhibition, % at 7.49 µM. 0.35% of 340,000 active. AID 602346. HEK293T cells, Vif self-association by quenched fluorescence, imaging, 24 h; in the data active = inhibition above about 50%, passing the limit was not always enough; inconclusive = no clear call, values can overlap the other calls; inactive = below about 31%; note: some results filed as inactive read as strong as hits
CF NFkB inh: cystic fibrosis NF-kB activation inhibition | KKLEB NF-kB-GFP reporter, PAF-induced, GFP fluorescence overnight | inhibition, % at 5 µM | 0.86% of 360,000 active | AID 588850;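 active = at least 50% inhibition at 5 µM, scaled per plate between neutral and stimulator controls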;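 note: PAF is a Pseudomonas aeruginosa culture filtrate used as stimulus; plate controls were PAF-stimulated DMSO wells for no effect and unstimulated DMSO wells for full effect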
PDI inh: blocks human protein disulfide isomerase activity; P07237; PDI insulin aggregation turbidity, A650, 90 min; inhibition, % at 10 µM; 0.052% of 350,000 active; AID 588391;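 active = mean inhibition across replicates of 30% or more, whatever share of single replicates reach that level; inconclusive = mean inhibition below 30% while every single replicate reaches 30%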;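 note: absorbance from insulin aggregation driven by PDI reduction with DTT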
Target sequence (P07237 whole entry, looked up): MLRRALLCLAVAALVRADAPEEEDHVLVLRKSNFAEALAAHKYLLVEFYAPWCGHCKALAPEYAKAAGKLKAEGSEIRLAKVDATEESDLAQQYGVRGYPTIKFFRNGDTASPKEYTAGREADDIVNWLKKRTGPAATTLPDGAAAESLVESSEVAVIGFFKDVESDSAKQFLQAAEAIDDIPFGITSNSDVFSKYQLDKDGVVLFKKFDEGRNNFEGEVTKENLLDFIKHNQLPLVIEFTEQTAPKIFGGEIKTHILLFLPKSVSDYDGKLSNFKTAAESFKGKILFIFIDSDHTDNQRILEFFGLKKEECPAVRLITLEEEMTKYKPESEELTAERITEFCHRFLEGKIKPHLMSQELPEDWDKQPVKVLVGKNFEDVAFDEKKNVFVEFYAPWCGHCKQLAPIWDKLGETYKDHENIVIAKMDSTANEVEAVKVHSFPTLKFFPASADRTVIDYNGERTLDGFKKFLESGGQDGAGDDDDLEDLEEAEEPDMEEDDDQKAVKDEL
Peg3 promoter: Peg3 promoter activity inhibition; HeLa PEG-Prom luciferase reporter, luminescence, overnight; AID 588405; 1.7% of 360,000 active; inhibition, % at 20 µM;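 active = inhibition of at least 50% at 20 µM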
TRPM1 prom inh: MITF TRPM1 promoter inhibition in SK-MEL-5 cells. SK-MEL-5 TRPM1 promoter luciferase, 24 h. inhibition, % at 12.5 µM. 0.83% of 330,000 active. AID 488899;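 active = mean inhibition across replicates of 60% or more, whatever share of single replicates reaches that level; inconclusive = some that reach 60%, reason not given; inactive = mean inhibition across replicates below 60%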; note: values of inactives mirror those of a sister screen read the other way
KKLEB cytotox: reduces viability of KKLEB cystic fibrosis airway cells. KKLEB CF airway cells viability, ATPlite luminescence, overnight; active compounds read low; cells stimulated with P. aeruginosa culture filtrate. activity change (cytotoxicity), % at 5 µM. 0.36% of 360,000 active. AID 602141;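 active = corrected activity change at or below -50% at 5 µM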
NR2E3 ag-1: human photoreceptor-specific nuclear receptor agonism | inhibition of corepressor binding, % at 3.98 µM | Q9Y5X4 | CHO-S Gal4-NCOR/VP16-NR2E3 two-hybrid, luciferase | AID 602229 | 0.35% of 360,000 active;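 active = inhibition above the mean of all tested compounds plus 3 SD, cut at about 70% in these data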;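 note: 0% = DMSO with NR2E3 transfected cells and 100% = cells lacking NR2E3 construct; higher means lower luciferase signal from less NR2E3 corepressor binding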
Target sequence (Q9Y5X4 whole entry, looked up, the tested form may be a part): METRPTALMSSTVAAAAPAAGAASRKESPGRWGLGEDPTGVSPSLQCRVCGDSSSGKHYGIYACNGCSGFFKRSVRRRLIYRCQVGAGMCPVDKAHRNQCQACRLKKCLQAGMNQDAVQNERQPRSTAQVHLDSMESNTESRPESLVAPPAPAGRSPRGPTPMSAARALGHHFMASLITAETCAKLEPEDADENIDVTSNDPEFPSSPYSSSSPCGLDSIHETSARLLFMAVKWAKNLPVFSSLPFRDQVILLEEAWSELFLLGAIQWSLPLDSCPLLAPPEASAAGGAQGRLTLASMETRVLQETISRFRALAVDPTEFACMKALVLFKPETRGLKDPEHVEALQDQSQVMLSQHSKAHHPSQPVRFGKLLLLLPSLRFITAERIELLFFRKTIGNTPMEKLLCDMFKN
NR2E3 ag-2: activates human photoreceptor nuclear receptor NR2E3 | inhibition of corepressor binding, % at 4.78 µM | Q9Y5X4 | AID 2300 | GST-NR2E3/biotin-RetCOR TR-FRET, 1536-well | 0.12% of 320,000 active;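 active = percent inhibition above the cutoff of mean plus 3 SD of all tested compounds, set per screening campaign, cut at about 20% in these data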;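 note: 0% = DMSO wells and 100% = biotin wells as full block of FRET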
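Material – GST-tagged NR2E3 plus biotinylated RetCOR corepressor · Quantity – NR2E3 fusion 1.35 nM · Times – 5 h incubation at 4 °C · Medium – pH 7.5 Tris-based buffer · Technique – TR-FRET, Eu(K)-anti-GST donor, streptavidin-D2 acceptor, ex 340, em 617/671 nm · Benchmarks – high control biotin, low control 0.6% DMSO · Format – 1536-well plates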
Shn3 inh set2: reduces Shn3 3'UTR luciferase signal in osteoblasts | Clone20 osteoblast Shn3 3'UTR firefly luciferase, 24 h | inhibition, % at 12.5 µM | 0.52% of 360,000 active | AID 588674;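 active = mean inhibition of at least 75% with every replicate also reaching 75%; inconclusive = mean inhibition at least 75% but some replicate below; inactive = mean inhibition below 75%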;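 note: 0% = median of neutral control wells and 100% = pilot-screen positive control compound; some compounds past the cut are filed as inactive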
HIF-2a inh: blocks HIF-2a reporter activity; AID 624352; inhibition, % at 18.8 µM; 0.72% of 360,000 active; 786-0 RCC cells HIF-2a reporter, luciferase luminescence, overnight;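 active = inhibition of the luminescence signal of 40% or more relative to plate controls, in a single-dose primary screen at 18.75 µM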
* hit, by the source's call; ? = inconclusive; . = no result given.

The first 2 records, to show the layout:
SMILES	CaV13 ICDI inh	Vif inh	CF NFkB inh	PDI inh	Peg3 promoter	TRPM1 prom inh	KKLEB cytotox	NR2E3 ag-1	NR2E3 ag-2	Shn3 inh set2	HIF-2a inh
COc1cc(C)c(-c2[nH]ncc2-c2csc(C)n2)c(O)c1	2.7	3.2	12.9	21.7	0.3	8.2	-0.6	-15.1	6.0	17.1	20.5
CCCCN(C)C(=O)c1nc2ccccn2c1CN1CCN(c2ccccn2)CC1	-4.9	18.0	-25.1	2.2	-7.0	4.4	22.3	-28.2	4.5	-16.7	13.5

Results, from the first entry:
SMILES	CaV13 ICDI inh	Vif inh	CF NFkB inh	PDI inh	Peg3 promoter	TRPM1 prom inh	KKLEB cytotox	NR2E3 ag-1	NR2E3 ag-2	Shn3 inh set2	HIF-2a inh
COc1cc(C)c(-c2[nH]ncc2-c2csc(C)n2)c(O)c1	2.7	3.2	12.9	21.7	0.3	8.2	-0.6	-15.1	6.0	17.1	20.5
CCCCN(C)C(=O)c1nc2ccccn2c1CN1CCN(c2ccccn2)CC1	-4.9	18.0	-25.1	2.2	-7.0	4.4	22.3	-28.2	4.5	-16.7	13.5
CN(CC(=O)Nc1ccc(N2CCOCC2)cc1)C(=O)CSc1ccccc1F	-4.4	-1.7	22.8	11.7	-4.1	2.4	-32.0	5.0	0.8	-7.3	-6.3
O=C(C1CCCO1)N1CCN(Cc2c(O)ccc3ccccc23)CC1 (configuration not stated)	-4.0	2.4	13.8	2.9	3.6	13.1	-8.2	-19.5	0.8	-7.0	9.8
CCOc1ccc(N(CC(=O)NC2CCCCC2)S(=O)(=O)c2c(C)noc2C)cc1	-9.7	-5.0	-1.2	5.9	6.2	15.3	-1.2	-7.9	0.7	-0.4	5.5
COc1cccc(-c2ccc(NC(=O)C3CCCN(Cc4nccn4C)C3)cc2)c1 (configuration not stated)	-1.8	-14.9	-50.4	-0.6	-102.1	-22.3	21.0	-44.9	-1.6	-30.8	-90.4
CN(Cc1nccn1C)C(=O)c1ccc(OC2CCN(CCc3ccccc3)CC2)cc1	-6.5	7.1	8.1	3.0	12.2	-1.0	-13.5	-9.6	-2.5	15.8	8.6
COc1ccc(C(CNC(=O)C(CC(C)C)NS(=O)(=O)c2ccc(C)cc2)N2CCOCC2)cc1 (configuration not stated)	-1.9	-14.9	-18.9	1.4	-2.9	1.5	10.7	5.8	-1.4	1.9	-7.4
CCCc1nnc(NC(=O)CNc2ccc(F)cc2)s1	.	-18.8	1.2	0.0	-19.4	4.9	-8.5	0.9	-2.4	19.7	-13.4
COc1ccc(-c2cc(C(=O)NN)[nH]n2)cc1OC	-6.7	-1.9	-8.3	-4.3	3.7	-11.6	8.3	-3.6	0.8	12.9	3.6
Cc1cc(NC(=O)CCCC(=O)N(CC(=O)NCCc2ccccc2)Cc2ccc(F)cc2)no1	-8.5	-2.6	0.4	7.8	-4.8	11.3	1.9	-9.8	-0.7	19.2	-5.4
Cn1c(O)c(/C=C2\C=Nc3ccccc32)sc1=Nc1ccc(C(=O)O)cc1	-6.8	-12.3	-35.0	54.2*	-1.5	25.4	28.0	-3.0	-1.5	-4.5	15.0
NC(=O)N/N=C/c1c(Sc2nnnn2-c2ccccc2)nc2ccccn2c1=O	-1.3	-1.4	71.4*	-3.2	103.3*	14.9	-38.3	-24.0	-1.3	3.8	3.5
O=S(=O)(Nc1ccccn1)c1ccc(C(F)(F)F)cc1Cl	-1.7	7.5	-7.0	23.5	12.2	-11.6	8.7	4.7	-0.4	-10.4	15.3
CNC(=O)C(=O)N/N=C/c1cccnc1	-1.1	2.4	-1.3	8.9	14.7	-2.6	-13.8	-2.8	-1.3	-11.7	17.5
O=C(Nc1ccc(S(=O)(=O)N2CCOCC2)cc1)c1ccc(Br)o1	-4.6	-11.6	-18.8	-0.4	3.3	-2.2	1.3	-2.6	1.2	8.2	0.4
Cc1ccc(-n2nc3c(=O)n(CC(=O)NCCc4ccccc4C)nc(C)c3c2C)cc1	-2.3	-10.4	-14.8	7.6	16.7	40.3	11.5	38.6	4.8	24.9	2.6
O=C(CSC1=NCCN1)Nc1cccc(C(F)(F)F)c1	-4.4	9.8	8.2	-1.0	-0.4	7.6	25.8	-14.5	5.3	-23.2	3.0
O=C(NCCc1ccccc1)c1cnc2ccccn2c1=O	-5.2	-3.3	-13.1	4.5	-152.0	-57.5	-4.6	-84.2	2.8	-62.8	-150.0
COc1ccc(Cc2n[nH]c(=S)n2N)cc1OC	-18.8	-3.2	7.3	2.8	-8.8	3.5	2.7	-6.3	-3.2	-9.2	8.6
CCCN(CC(=O)Nc1ccccc1C)C(=O)C1CC(=O)N(Cc2ccccc2)C1 (configuration not stated)	-16.4	-2.3	-3.2	4.3	6.0	-2.9	5.5	-12.7	7.1	-14.5	5.2
COc1ccc(OC)c(NC(=O)c2ccc(CN3CCc4ccccc4C3)cc2)c1	-2.8	6.3	-16.1	-5.5	-7.3	-0.8	8.3	7.5	0.5	25.2	-5.6
CC(C(=O)c1c[nH]c(C(=O)N=CN(C)C)c1)c1ncc(C(F)(F)F)cc1Cl (configuration not stated)	-9.2	-3.4	11.8	11.2	0.8	5.2	1.3	-8.4	0.6	-19.3	16.0
COc1ccccc1C(=O)Nc1ccc(Br)c2cccnc12	-1.1	-3.4	-37.3	-5.8	-48.8	-3.5	4.6	-32.1	1.8	-26.4	-85.0
NC(=O)c1cc(-c2ccccc2)sc1NC(=O)CN1CCCCC1	-4.3	-2.0	-11.1	-3.9	-23.9	-18.0	0.8	9.4	1.4	-3.1	-114.9
OC[C@@H]1CN(Cc2ccco2)C[C@H](n2cnc3c(NCc4ccncc4)ncnc32)O1	-10.8	4.7	7.0	3.4	-1.1	.	2.2	-27.2	.	-1.2	9.9
Cc1ncc([N+](=O)[O-])n1CC(=O)Nc1ccc(F)c(F)c1	-2.8	-4.7	-18.5	1.9	8.9	-0.1	6.1	-3.7	-5.7	11.3	26.3
CCCn1c(SCC(=O)Nc2ccc3c(c2)OCO3)nc2c1c(=O)n(C)c(=O)n2C	-3.3	-4.7	0.6	-7.2	24.9	13.8	6.6	0.1	2.6	24.3	24.5
CC(C)(C)NC(=O)NC(=O)COc1ccc(Br)cc1Br	-5.0	2.9	14.6	-11.2	-277.8	-31.9	-17.4	-175.2	3.4	-29.0	-165.9
CC1CCCC(C)N1C(=O)COC(=O)c1cc(Br)ccc1Cl (configuration not stated)	6.3	-2.0	8.7	-0.9	11.7	16.3	-0.5	9.8	-1.2	11.5	7.5
COc1cccc(-c2nnn(CC(=O)NC3CCCC3)n2)c1OC	-4.5	?	-4.6	12.8	3.8	11.2	9.9	-4.3	-1.1	20.4	9.8
CCOc1ccc(Br)cc1C(=O)N/N=C/c1cccc(C)n1	-3.2	15.0	6.7	0.0	5.9	1.7	3.2	-28.4	-0.3	8.6	11.6
COc1ccc(/C=C2\SC(=O)N(CCC(=O)N3CCCCC3)C2=O)cc1OC	-2.4	-13.7	8.0	-7.6	-4.5	-11.6	-2.5	-0.4	0.2	0.0	-24.3
COc1ccc(CC(=O)Nc2cccc(S(=O)(=O)N3CCCCC3)c2)cc1	-1.9	-29.6	-2.1	21.9	-1.7	3.1	16.7	3.9	1.4	14.7	4.5
C[C@]12C(=O)N(c3cccc(Cl)c3)C(=O)N1[C@H]1c3ccccc3OC[C@@H]1[C@H]2c1ccccc1	.	.	31.2	3.7	19.1	2.0	6.9	-11.8	2.6	-23.6	9.6
COc1ccc(CCNC(=O)c2cccc(S(=O)(=O)N3CCc4ccccc4C3)c2)cc1	-14.3	0.5	14.3	14.2	13.2	4.4	5.6	-15.6	1.0	26.1	17.5
COc1ccc(C)cc1N(CC(=O)N1CCc2ccccc2C1)S(C)(=O)=O	-5.8	1.2	-19.3	-1.8	9.1	1.8	40.9	-15.9	4.5	-20.9	10.0
CCOc1ccc(C(=O)OCC(=O)NCc2ccccc2)cc1OCC	-5.3	10.0	2.9	0.8	11.2	11.9	-17.4	4.8	2.2	5.0	14.2
CSc1nc2ncc(C(=O)O)c(N)n2n1	4.2	51.1*	-6.2	6.5	5.5	1.4	-10.1	-14.3	1.5	5.1	20.2
O=C(N/C(=C\c1cccs1)C(=O)N1CCCCCC1)c1ccccc1	-8.6	-10.7	-0.9	2.9	-8.4	0.1	15.0	7.3	2.6	-7.1	4.4
CC(C)(C)OC(=O)N1Cc2ccccc2C[C@H]1C(=O)N1CCC[C@H]1C(=O)O	-3.9	-4.3	-5.8	-10.4	2.4	-1.0	12.8	-28.6	-3.0	9.7	12.0
COc1cccc(C(=O)N2CCN(S(=O)(=O)Cc3ccccc3)CC2)c1OC	-4.2	12.9	18.0	4.7	14.4	7.9	-4.0	5.4	2.3	-5.6	9.0
CCCCCCNC(=O)CC(NS(=O)(=O)c1ccc(OC)cc1)C(C)C (configuration not stated)	-5.0	-1.5	-3.2	-17.4	4.7	-0.3	3.3	4.0	-2.6	18.0	19.9
O=S(=O)(NC1CC1)c1ccc(S(=O)(=O)N(Cc2ccccn2)C2CCCC2)cc1	-7.3	-1.5	5.5	-1.1	9.2	1.1	5.2	-1.4	-1.4	7.7	4.3
O=C(CNC(=O)c1ccco1)OCc1ccccc1Cl	-6.5	9.7	-4.0	13.7	15.7	-11.0	11.2	9.7	.	8.8	11.9
CC(OC(=O)C1CCCCC1)C(=O)Nc1cccc([N+](=O)[O-])c1 (configuration not stated)	-6.1	14.9	2.5	-1.4	-4.6	2.4	-0.4	-0.6	0.9	21.3	-0.8
CN(C)C(CNC(C(=O)Nc1ccc([N+](=O)[O-])cc1Br)c1ccccc1)c1ccccc1 (configuration not stated)	-4.7	2.7	3.5	-3.3	-3.3	10.4	-4.0	8.5	1.6	0.4	-3.4
O=C(Cc1cn2ccsc2n1)Nc1nc2c(s1)CN(Cc1ccccc1)CC2	-5.8	?	3.0	1.3	11.0	-8.5	1.9	-9.9	-7.0	-6.5	6.8
CCOC(=O)c1c(C)[nH]c(C2=NNC(=Nc3ccccc3)SC2)c1C	-0.9	4.9	-4.3	-1.3	-160.8	-14.0	9.8	-27.0	.	-19.6	-97.2
N#CCCN(C(=O)Nc1ccccc1)C1CCCCC1	-7.0	12.0	7.0	2.0	15.9	2.9	-8.0	-40.5	.	9.5	14.4
COc1cc2c(cc1OC)C(C1C(=O)CC(C)(C)CC1=O)N(C(=O)CCl)CC2 (configuration not stated)	1.7	2.0	-17.6	-1.9	-5.2	-0.5	-0.9	0.9	3.4	1.5	2.8

Assay outcomes (PubChem BioAssay)
